mec2-1 = NCI yeast anticancer drug screen, S. cerevisiae mec2-1 strain | AID 157 | hit rate 9% among 79,000 | % growth inhibition at 50 µM;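 further: 0% = growth of vehicle-only cultures of the same strain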
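Compounds were applied to mec2-1 yeast cells. Their growth was then compared with that of vehicle-treated cultures to give growth inhibition.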
bub3 = NCI yeast anticancer drug screen, S. cerevisiae bub3 mutant strain. % growth inhibition at 50 µM. hit rate 9.9% among 78,000. AID 167;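 further: 0% = growth of vehicle-only cultures of the same strain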
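Part of a panel of yeast mutants defective in DNA damage repair or cell cycle regulation. Each strain is grown with compound, and inhibition is calculated relative to solvent-treated cultures.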
yeast cln2 rad14 = NCI yeast anticancer drug screen, S. cerevisiae cln2 rad14 strain; % growth inhibition at 50 µM; hit rate 8.3% among 78,000; AID 165;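 further: 0% = growth of vehicle-only cultures of the same strain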
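Relative to vehicle controls, growth inhibition of compound-treated cln2 rad14 yeast was recorded.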
mlh1 rad18 = NCI yeast anticancer drug screen, S. cerevisiae mlh1 rad18 strain; hit rate 11% among 79,000; growth inhibition, % at 50 µM;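 further: 0% = growth of vehicle-only cultures of the same strain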
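Growth inhibition of the yeast strain was measured after compound exposure and expressed relative to vehicle-treated controls. The strain carries defined defects in DNA damage repair.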
yeast rad50 = NCI yeast anticancer drug screen, S. cerevisiae rad50 strain. growth inhibition, % at 50 µM. hit rate 10% among 79,000. AID 155;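 further: 0% = growth of vehicle-only cultures of the same strain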
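DNA repair mutant yeast, compound exposure, growth read-out; inhibition is taken relative to vehicle.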
sgs1 mgt1 = NCI yeast anticancer drug screen, S. cerevisiae sgs1 mgt1 strain | AID 161 | % growth inhibition at 50 µM | hit rate 10% among 78,000;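 further: 0% = growth of vehicle-only cultures of the same strain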
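This yeast growth screen uses a strain with defined DNA-repair lesions; compound-treated growth is compared with vehicle-treated growth.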
The depositor's hits bear a star; ! = not confirmed by another sample. No stated cut-off is given here; in the data, active means growth inhibition above about 70%; inactive means the rest.

SMILES | mec2-1 | bub3 | yeast cln2 rad14 | mlh1 rad18 | yeast rad50 | sgs1 mgt1
O=S(=O)(CCC[C@H]1[C@@H](CCOCc2ccccc2)C2CCCN1O2)c1ccccc1 (some centres not stated) | -19 | -12 | 43 | 0 | -5 | -24
OC(c1cc(C23CC4CC(CC(C4)C2)C3)nc2c(Cl)cc(Cl)cc12)C1CCCCN1 (configuration not stated) | 99* | 98* | 99* | 99* | 99* | 69
O/N=C1/C(=C/c2ccc(Cl)c(Cl)c2)CCCC1C(NO)c1ccc(Cl)c(Cl)c1 (configuration not stated) | 2 | 22 | -15 | 79* | 64 | 25
CCOC(=O)CSCCC(=O)OC | 3 | 0 | -6 | 1 | -1 | -1
NC(C(=O)O)C(O)c1cnc[nH]1 (configuration not stated) | -32 | -21 | -17 | -13 | -21 | -25
COC(=O)C1CCC(/C(C#N)=C2/CCC(C(=O)OC)[N-]2)=N1.COC(=O)C1CCC(/C(C#N)=C2/CCC(C(=O)OC)[N-]2)=N1.[Cu+2] (configuration not stated) | -24 | -24 | -43 | 11 | -14 | 4
O=C(NNC(=O)c1ccccc1Br)c1ccccc1 | -45 | -22 | 3 | -24 | -18 | -5
CC(C)c1cccc(OS(=O)(=O)c2ccccc2[N+](=O)[O-])c1 | 0 | 4 | -38 | 2 | 4 | 14
CC1=COCCO1 | -9 | 13 | 7 | 0 | -10 | -9
O=C(Nc1ccccc1[N+](=O)[O-])C(=O)C(C(=O)c1ccccc1-c1ccccc1)C1OC(=O)c2ccccc21 (configuration not stated) | 1 | 2 | -51 | 10 | 11 | 6
COCN(Cc1ccccc1)C[Si](C)(C)C | 2 | 14 | -20 | -10 | 39 | 1
CCCCCCCCCCCOc1cccc(N2C(N)=NC(N)=NC2(C)C)c1 | 100* | 99* | 58 | 99* | 99* | 99*
O=C(/C(=C(/Br)I)c1ccccc1)c1ccccc1 | 16 | 43 | 14 | 28 | -14 | 27
CCCCCCCCCCCCCCCc1ccc(O)c(O)c1 | -20 | 30 | 17 | 31 | -1 | -1
COc1cc(C=O)c(Cl)cc1O | 67 | 44 | 60 | 78* | 55 | 90*
CCOC(=O)Cn1cncc1C | -7 | -3 | -74 | -7 | -34 | -14
Cc1ccc(S(=O)(=O)OCC2OCOC(COS(=O)(=O)c3ccc(C)cc3)C(OS(=O)(=O)c3ccc(C)cc3)C2OS(=O)(=O)c2ccc(C)cc2)cc1 (configuration not stated) | -1 | -2 | -40 | 26 | 1 | -9
COC(=O)C(=O)/C=C(/O)c1c(C)[nH]c2ccccc12 | -28 | -18 | -6 | -7 | -18 | 24
O=C(O)c1cc(-c2ccccc2Cl)nc2ccccc12 | -7 | 20 | -11 | 0 | 11 | -8
O=C1C=C(Nc2ccccc2C(=O)CC(=O)C(=O)Nc2ccc(Cl)cc2)c2ccccc2C1=O | 1 | 42 | -3 | 10 | 5 | 7
COC(=O)c1onc(-c2c(OC)cc(OC)cc2OC)c1C(=O)OC | -27 | -31 | -7 | -42 | -20 | -56
CN(C)c1ccc(/C=C/c2nc3ccccc3[nH]2)cc1 | 57 | 15 | 17 | 80* | 54 | 37
Cc1ccccc1N=C(NO)c1ccccc1 | 83* | 77* | 74* | 93* | 91* | 80*
CCCC(O)c1ccc(OC)c(OC)c1 (configuration not stated) | 3 | 12 | 16 | 5 | 10 | 3
O=NNc1ncnc2c1ncn2Cc1ccccc1 | 14 | 14 | -3 | 37 | 21 | 41
New compounds follow:
SMILES | mec2-1 | bub3 | yeast cln2 rad14 | mlh1 rad18 | yeast rad50 | sgs1 mgt1
CC(CC(C(=O)Nc1ccccc1)(c1ccccc1)c1ccccc1)N(C)C (configuration not stated) | -18 | -5 | -2 | 6 | 0 | 4
CN(C)c1nc2ccc(Cl)cc2c(=O)[nH]1 | 5 | -18 | 4 | 4 | 6 | -14
Cc1cc(/C=C/C2CCC3CC(C)CCC3N2CCO)c(C)n1-c1ccccc1 (configuration not stated) | 99* | 98* | 99* | 98* | 99* | 99*
CCSc1nc(C)cc(=O)[nH]1 | -1 | 13 | 6 | 28 | 28 | 10
Nc1ccc(S(=O)(=O)NC2C(O)OC(CO)C(O)C2O)cc1 (configuration not stated) | -16 | 10 | -22 | 28 | 16 | 7
O=C(C1OC1c1cccc([N+](=O)[O-])c1)C12CC3CC(CC(C3)C1)C2 (configuration not stated) | 32 | 53 | 17 | 54 | 12 | 37
CNc1ccccc1C=O | -11 | 7 | 15 | -10 | -12 | -10
CC(=O)C1(N=Nc2ccc(S(N)(=O)=O)cc2)CCOC1=O (configuration not stated) | -11 | -29 | 32 | 23 | 1 | -27
CC(C)C1=CC23CCC4C(C)(C(=O)O)CCCC4(C)C2CC1c1c(O)ccc(O)c13 (configuration not stated) | 99* | 99* | 99* | 99* | 99* | 99*
Cc1ccc([N+](=O)[O-])cc1NC(=O)Cc1ccccc1 | 30 | 18 | -8 | 18 | 4 | 1
Cn1c([N+](=O)[O-])cnc1COC(=O)N1CCN(C(=O)OCc2ncc([N+](=O)[O-])n2C)CC1 | -2 | -2 | -3 | 17 | 6 | -7
CCC1(C)C(=O)SC(=S)N1C (configuration not stated) | 0 | -1 | -8 | 6 | 4 | -5
CN(Cc1cc(Cl)cc(Cl)c1O)Cc1c(O)ccc2ccccc12 | 98* | 99* | 98* | 98* | 99* | 99*
COC1=CC(=O)C=C(CO)C1=O | 3 | 0 | 10 | 20 | 10 | 0
O=S1(=O)CC(N2CCCCC2)C1 | 2 | -3 | -41 | -13 | -4 | 17
COc1ccc(N=C2C(=Nc3ccc(OC)cc3)N(c3ccc(OC)cc3)C(=S)N2C)cc1 | -7 | -8 | -12 | 14 | 19 | -39
O=C(NC1c2ccccc2Oc2ccccc21)OCCCCl | -3 | 8 | -7 | -5 | -11 | 2
Cc1cc2nc3[nH]c(=O)c4c(n3c2cc1C)CCC4 | -7 | 8 | -9 | -15 | 0 | 0
Cc1ccc2c(c1)-c1c3c(nn1C)-c1ccccc1SC3O2 (configuration not stated) | -8 | -6 | -4 | 9 | 0 | -13
Cc1c(O)n2ncnc2[nH]c1=O | -16 | -4 | 13 | 27 | 23 | 8
CC1=CC(C)(C)Nc2cc(N)ccc21 | 21 | 39 | -36 | 54 | 50 | 44
CC(C)(O)C1CC(=O)C(C)(C2C(O)CC3(C)C4CC=C5C(CCC(O)C5(C)C)C4(C)C(=O)CC23C)O1 (configuration not stated) | 63 | 56 | 43 | 48 | 65 | 45
CNC(=O)OCc1c(COC(=O)NC)c2n(c1C)CCS2(=O)=O | -18 | 0 | -10 | 15 | -1 | -8
O=C(Cc1nc2cc(Cl)c(Cl)cc2nc1CC(=O)c1cccnc1)c1cccnc1 | 98* | 95* | 94* | 98* | 96* | 93*
CC1=C\[C@@H](O)CC(=O)Cc2nc(co2)C(=O)N2CCC=C2C(=O)O[C@H](C(C)C)[C@H](C)/C=C/C(=O)NC\C=C\1 | -14 | 5 | 16 | 7 | 18 | -7
Next entries:
SMILES | mec2-1 | bub3 | yeast cln2 rad14 | mlh1 rad18 | yeast rad50 | sgs1 mgt1
O=S(=O)(Nc1ccc(NS(=O)(=O)c2ccccc2)nc1)c1ccccc1 | -1 | 5 | -20 | -1 | 14 | 32
CC(C)(CCN)[N+](=O)[O-] | 9 | 6 | -88 | -2 | -5 | 18
CC(=O)[C@H]1CC[C@H]2[C@@H]3CC[C@@]45O[C@@H]4C(=O)CC[C@]5(C)[C@H]3CC[C@]12C | 7 | -11 | -17 | -4 | -7 | 8
NC(=S)N/N=C(\Cc1nc2ccc(Cl)cc2[nH]c1=O)C(=O)Nc1ccc(Cl)cc1 | 2 | -15 | -10 | -9 | -18 | -24
S=c1cc(S)nc[nH]1 | 8 | 24 | 21 | 9 | 29 | 12
COC(=O)C1=C(C)NC(c2ccc(OC)cc2OC)C(C(=O)OC)=C1C (configuration not stated) | 26 | 50 | 26 | 58 | 69 | 77*
CCN(CC)CCOC(=O)c1ccc(N=NC2Sc3nc4ccccc4n3C2=O)cc1 (configuration not stated) | 20 | 7 | 14 | 28 | 28 | 16
CCCCC(NC(=O)C(CCC)NC(=O)OCc1ccccc1)C(=O)O (configuration not stated) | -11 | -1 | -11 | -1 | -5 | -3
Cc1ccc(SC(F)(F)C(F)C(F)(F)F)cc1 (configuration not stated) | -4 | 8 | 9 | -1 | -5 | -8
CCCCOCCOCCOC(=O)C(C)O (configuration not stated) | -5 | -7 | 5 | -14 | -6 | -4
O=C(Sc1sc(=S)sc1SC(=O)c1ccccc1)c1ccccc1 | 11 | -10 | 2 | -8 | -25 | -18
O=C1c2ccc3c4ccccc4n(-c4ccccc4)c3c2C(=O)N1c1ccc(Cl)cc1 | -3 | -18 | 25 | -7 | -12 | -26
CC1CCC(C(C)C)=C(C2CCCCC2)C1 (configuration not stated) | 2 | -10 | -7 | 7 | -2 | -4
CCOC(=O)C(C(=O)c1ccccc1)C(=O)c1ccccc1 | 91*! | 90*! | 91*! | 91*! | 91*! | 92*!
CC1O/C(=N\O)C(C)O1 (configuration not stated) | 2 | 10 | 12 | 20 | 1 | -8
COC(=O)CCC(=O)C(C#N)c1ccc(Cl)cc1Cl (configuration not stated) | 4 | 0 | -30 | 17 | -60 | 17
COC(=O)C(=O)/C=C(\O)c1ccc(Cl)cc1 | -22 | 3 | 8 | 27 | 29 | 53
C[n+]1c(C2(C)CCCO2)sc2ccccc21 (configuration not stated) | -9 | 1 | 7 | 11 | 0 | -3
O=C1/C(=C/C=C/c2ccccc2)CCC1CNc1ccccc1 (configuration not stated) | -17 | -35 | 4 | 1 | -14 | -33
Cc1cc2c(c3c1C(=O)CC3)C(C)(C)C(C)(C)C2(C)C | -5 | 25 | 7 | -1 | -5 | 4
OCc1ccccc1OC1OC(CO)C(O)C(O)C1O (configuration not stated) | 3 | 22 | 0 | -51 | 18 | 16
CC1=CC(=O)/C(=C/N2C(=O)CNC2=S)C(=O)O1 | -37 | -4 | 15 | -45 | -49 | -14
CC1=CC(C)(C)Oc2ccc(O)cc21 | -3 | -26 | -26 | -16 | -7 | -15
O=[N+]([O-])c1ccc2nc[nH]c2c1 | 5 | 0 | 26 | 43 | 49 | -6
CCOC(=O)c1nc(SC)sc1NC(=O)c1ccc(Cl)cc1 | -9 | -1 | 4 | -21 | 8 | -22

Part of the list above in order of heavy-atom count, ascending.
SMILES | mec2-1 | bub3 | yeast cln2 rad14 | mlh1 rad18 | yeast rad50 | sgs1 mgt1
COc1cc(C=O)c(Cl)cc1O | 67 | 44 | 60 | 78* | 55 | 90*
CC1CCC(C(C)C)=C(C2CCCCC2)C1 (configuration not stated) | 2 | -10 | -7 | 7 | -2 | -4
O=C1c2ccc3c4ccccc4n(-c4ccccc4)c3c2C(=O)N1c1ccc(Cl)cc1 | -3 | -18 | 25 | -7 | -12 | -26

The listing picks up; the 4 compounds before the break are reprinted first.
SMILES | mec2-1 | bub3 | yeast cln2 rad14 | mlh1 rad18 | yeast rad50 | sgs1 mgt1
CC1=CC(=O)/C(=C/N2C(=O)CNC2=S)C(=O)O1 | -37 | -4 | 15 | -45 | -49 | -14
CC1=CC(C)(C)Oc2ccc(O)cc21 | -3 | -26 | -26 | -16 | -7 | -15
O=[N+]([O-])c1ccc2nc[nH]c2c1 | 5 | 0 | 26 | 43 | 49 | -6
CCOC(=O)c1nc(SC)sc1NC(=O)c1ccc(Cl)cc1 | -9 | -1 | 4 | -21 | 8 | -22
O=[n+]1c2c(n([O-])c3cc(Cl)c(Cl)cc31)CCCC2 | 11 | 26 | -2 | 5 | 12 | 18
COC1=C(c2c[nH]c3ccc(CC=C(C)C)cc23)C(=O)C(OC)=C(c2c[nH]c3ccc(CC=C(C)C)cc23)C1=O | 6 | -1 | 19 | 30 | 30 | 14
COc1cc(CNc2nc3c(N)cc(C(F)(F)F)cc3nc2-c2ccccc2)cc(OC)c1OC | -9 | -11 | 18 | -26 | 0 | 7
CN(C)c1cc(C(=O)O)nc(C(=O)O)c1 | -4 | -2 | -28 | -8 | 11 | 2
CC(=O)Nc1ccc(C(=O)NN2C(=O)C(Cl)C2/C=C/c2ccccc2)cc1 (configuration not stated) | -11 | -33 | -25 | -53 | -51 | -64
Nc1[nH]c(=S)[nH]c(=O)c1N=Cc1ccc2c(c1)OCO2 | 10 | 16 | 13 | 10 | 13 | 61
C#CCN(C(=O)C(F)(F)F)c1ccc(C(=O)c2ccc(N(CC#C)C(=O)C(F)(F)F)cc2)cc1 | -4 | -3 | -29 | 15 | 8 | 0
COc1ccc(C(=O)C(CO)Oc2ccccc2OC)cc1OC (configuration not stated) | 8 | -14 | 4 | -1 | -3 | -20

Full records, quoted from the list. Order of screens: mec2-1, bub3, yeast cln2 rad14, mlh1 rad18, yeast rad50, sgs1 mgt1
COc1cc(CNc2nc3c(N)cc(C(F)(F)F)cc3nc2-c2ccccc2)cc(OC)c1OC across the screens: -9, -11, 18, -26, 0, 7
O=[n+]1c2c(n([O-])c3cc(Cl)c(Cl)cc31)CCCC2 across the screens: 11, 26, -2, 5, 12, 18

Screens as filed in PubChem BioAssay.
